GLP1R cytotox – qHTS of GLP-1 Receptor Inverse Agonists: Cytotox Screen; actives 0.13% (n = 410,000); Potency, µM (doses to about 38.3 µM), for the others: at the highest dose activity change, negative = inhibition, most hits filed as inhibitors; HEK293 cAMP-luciferase reporter cells, luminescence, 24 h;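 further: loss of luciferase light is scored as toxicity; potency means the concentration at half of the fitted maximal effect; on the % scale 0 is the no-effect control and ±100 the full control effect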
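1536-well qHTS counterscreen of the MLSMR; 200 cells/uL, 12 h pre-incubation, 23 nL cpd, 24 h at 37 deg C 5% CO2, luciferase detection reagent, 12 min RT, luminescence. Inhibition = undesired.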
IL-1B inflam inh – qHTS for Inhibitors of Inflammasome Signaling: IL-1-beta AlphaLISA Primary Screen; THP-1 LPS/ATP IL-1B secretion, AlphaLISA, 16 h; hits give low values; activity change, % at 57.5 µM; actives 4.7% (n = 360,000); AID 743279, 2014; in the data active means activity change below about -50%; inconclusive means mostly about -30% to -49%; further: on the % scale 0 is the no-effect control and ±100 the full control effect
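Secreted IL-1B measured by AlphaLISA bead assay after 16 h compound exposure of THP-1 cells; compounds (final up to 57.5 uM) added 1 h before LPS (250 ng/mL) and ATP (1.25 mM) stimulation; lower signal means less secretion.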
DRD3 agonist – qHTS of D3 Dopamine Receptor Agonist: qHTS | D(3) dopamine receptor (Homo sapiens), P35462 | D3R DiscoveRx beta-arrestin cells, luminescence, 90 min | max activation, % | actives 0.58% (n = 410,000) | AID 652048, 2013; in the data active means max activation above about 30%; further: 0% is about no effect; mostly tested at two doses, the higher about 12 µM
Target sequence (P35462 whole entry, looked up): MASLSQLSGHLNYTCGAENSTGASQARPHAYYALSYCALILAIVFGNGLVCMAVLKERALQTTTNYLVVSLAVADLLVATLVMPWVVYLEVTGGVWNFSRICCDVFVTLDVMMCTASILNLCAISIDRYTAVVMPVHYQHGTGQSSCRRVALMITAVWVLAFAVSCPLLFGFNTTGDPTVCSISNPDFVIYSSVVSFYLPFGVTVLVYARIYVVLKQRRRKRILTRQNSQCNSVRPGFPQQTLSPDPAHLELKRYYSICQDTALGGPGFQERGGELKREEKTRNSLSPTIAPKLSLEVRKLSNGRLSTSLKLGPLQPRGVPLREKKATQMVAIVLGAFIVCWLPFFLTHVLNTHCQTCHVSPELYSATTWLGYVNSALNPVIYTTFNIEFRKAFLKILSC
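Agonist mode: compounds and dopamine controls were applied to plated cells for 90 min at 37 degrees C after an overnight attachment at 1500 cells/well. Luminescent read-out followed 30 - 60 minutes at room temperature with DiscoveRx detection reagent.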
KB-V1 cytotox – qHTS assay for MDR1-selective chemotherapeutics: Primary screen using the drug-selected MDR subline cells KB-V1; KB-V1 MDR cells viability, CellTiter-Glo, 72 h; Potency, µM (top dose mostly 46.1 µM), for the others: at the highest dose activity change, negative = cytotoxicity, actives largely listed as cytotoxic; actives 3.4% (n = 400,000); AID 1347076, 2019; further: potency means the concentration at half of the fitted maximal effect; on the % scale 0 is the no-effect control and ±100 the full control effect; nearly all actives have a fitted effect of over 60% in size
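Readout: CellTiter-Glo luminescence, 10 min after addition. Cells: KB-V1 MDR subline, 72 h at 37 degrees C with compound. Analysis: corrected, normalized data fitted to concentration-effect curves.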
HT1080NT lethal – qHTS for induction of synthetic lethality in tumor cells producing 2HG: qHTS for the HT-1080-NT fibrosarcoma cell line. actives 1.6% (n = 360,000). Potency, µM (series often up to 46.1 µM), for the others: top-dose activity, negative = less viability, actives largely listed as cytotoxic. HT-1080-NT fibrosarcoma viability, CellTiter-Glo ATP luminescence, 48 h. AID 686970, 2013;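 further: NT is the 2HG producing partner of a matched IDH1 knockdown line; potency means the concentration at half of the fitted maximal effect; 0% = DMSO-treated cells and -100% = media-only wells without cells; nearly all actives have a fitted effect of over 55% in size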
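Viability of the 2HG-overproducing fibrosarcoma line after 48 hours of compound exposure at 37 degrees C was determined by luminescence with CellTiter-Glo, and concentration-effect curves were then fitted and categorized.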
HT1080 IDH1KD tx – qHTS for induction of synthetic lethality in tumor cells producing 2HG: qHTS for the HT-1080-IDH1KD cell line. actives 2% (n = 360,000). HT-1080 IDH1 knockdown viability, ATP luminescence, 48 h. Potency, µM (top dose mostly 46.1 µM), for inactives: at the highest dose activity, negative = toxicity, actives largely listed as cytotoxic;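 further: potency means the concentration at half of the fitted maximal effect; 0% = DMSO wells and -100% = cell-free medium wells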
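Cytotoxicity counter-line: IDH1KD HT-1080, 48 h, CellTiter-Glo. Curves classed by r2, magnitude and activity.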
KB-3-1 cytotox – qHTS assay for MDR1-selective chemotherapeutics: Primary screen using the parental adenocarcinoma cell KB-3-1 | KB-3-1 viability, CellTiter-Glo ATP luminescence, 72 h | Potency, µM (series often up to 46.1 µM), without a hit: top-dose activity change, negative = cytotoxic, most hits filed as cytotoxic | actives 1.4% (n = 400,000); further: potency means the concentration at half of the fitted maximal effect; on the % scale 0 is the no-effect control and ±100 the full control effect; nearly all actives have a fitted effect of over 60% in size
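Using CellTiter-Glo luminescence, growth of non-resistant KB-3-1 adenocarcinoma cells is assessed 72 h after pin-tool compound addition at 37 °C. Normalized responses across the concentration series yield fitted curves.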
MCF10A rereplic – A quantitative high throughput screen for small molecules that induce DNA re-replication in MCF 10a normal breast cells. MCF 10A DNA re-replication, Hoechst nuclear intensity, 48 h. Potency, µM (highest dose often 46.1 µM), inactives show top-dose activity, positive = re-replication, usual class: activators. actives 2.9% (n = 350,000). AID 624296, 2012; further: potency means the concentration at half of the fitted maximal effect; % of control where 0% means no effect; nearly all actives have a fitted effect of over 50% in size
SW480 rerep – A quantitative high throughput screen for small molecules that induce DNA re-replication in SW480 colon adenocarcinoma cells; SW480 DNA re-replication, Hoechst DNA content imaging, 48 h; Potency, µM (top dose mostly 46.1 µM), inactives show at the highest dose re-replication activation, usual class: activators; actives 1.8% (n = 340,000); AID 624297, 2012; further: potency means the concentration at half of the fitted maximal effect; % of control where 0% means no effect; nearly all actives have a fitted effect of over 55% in size
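Image-based DNA-content assay: after two days of treatment, nuclei were labelled with the DNA dye Hoechst and imaged, and hits were compounds raising the count of nuclei showing high fluorescence intensity.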
* hit, by the source's call; ? = inconclusive; . = no result given; & = joins results of further samples; [ ] = dose if it differs, or a comment. Unless noted, the call rests on the fitted dose curve; in most records, active means well fitted curve in the direction sought with a large enough effect; inconclusive means small, poorly fitted or top-dose-only effect, or another doubt; inactive means no such curve, though single readings can be large; an effect the other way counts as inactive or inconclusive. An unsorted share of the library; any-hit rate near 11%.

Fields: GLP1R cytotox	IL-1B inflam inh	DRD3 agonist	KB-V1 cytotox	HT1080NT lethal	HT1080 IDH1KD tx	KB-3-1 cytotox	MCF10A rereplic	SW480 rerep
[1] Cc1ccc(-n2nc(C(=O)N3CCOCC3)cc2-c2ccc(Cl)cc2)cc1
    -6%	-3	6	-14%	-12%	-17%	-2%	0%	-5%
[2] Cc1ccc2ncnc(Nc3ccc(C)c(C)c3)c2c1
    6%	-8	7	?	?	-19%	0%	?	18%
[3] COc1ccccc1/C=C/c1nc2ccccc2c(=O)o1
    3%	1	-1	10%	-5%	-18%	-5%	5%	-5%
[4] CCc1ccc(N(CC(=O)NC)S(C)(=O)=O)cc1
    4%	7	0	9%	22%	15%	16%	-2%	-8%
[5] CC(C)Oc1ccc(C2CC(=O)N(c3cccc(C(=O)O)c3)C2=O)cc1 (stereo not given)
    11%	4	1	5%	3%	1%	0%	0%	-2%
[6] O=C(CSc1ncc2c(n1)-c1cc(Cl)ccc1N(Cc1ccccc1)S2(=O)=O)NCc1ccccc1
    2%	.	-10	6%	.	.	-2%	.	.
[7] CCOCCn1c(N2CCN(c3ccccc3)CC2)nc2c1c(=O)n(C)c(=O)n2C
    -18%	41	-6	-30%	1%	-18%	0%	1%	-4%
[8] CS(=O)(=O)N(CC(=O)N1CCOCC1)c1ccccc1
    5%	-8	0	?	4%	6%	5%	-10%	0%
[9] CCN(c1ccccc1)S(=O)(=O)c1nnc(NC(=O)C(C)C)s1
    -5%	-16	-6	-6%	-4%	-11%	-4%	0%	-4%
[10] CCCc1cc(C(=O)Nc2ccc(Cl)cn2)cs1
    -4%	11	-19	?	-9%	0%	?	3%	3%
[11] Cc1ccccc1CN1CCN(C(=O)[C@H]2O[C@@H](n3ccc(=O)[nH]c3=O)[C@H](O)[C@@H]2O)CC1
    1%	-6	-15	-1%	13%	1%	0%	.	.
[12] COc1ccc(OC)c(NC(=O)CSc2nnc(C)n2Cc2ccccc2)c1
    8%	2	-4	?	-3%	-3%	-6%	-5%	0%
[13] COc1cccc(C(c2sc3ncnn3c2O)N2CCc3ccccc3C2)c1 (stereo not given)
    -2%	-13	3	0%	-13%	-2%	4%	-1%	-19%
[14] Cc1cc(C)nc(NS(=O)(=O)c2ccc(NC(=S)NC(=O)C(C)C)cc2)n1
    14%	-9	-8	14%	9%	2%	20%	?	2%[9.22 µM]
[15] O=CN1CC(=O)N(c2ccccc2)c2c([nH]c3ccccc23)C1
    -5%	27	4	-25%	0%	-2%	-9%	-2%	-3%

Brought forward from above: 2 entries; new compounds follow.
Fields: GLP1R cytotox	IL-1B inflam inh	DRD3 agonist	KB-V1 cytotox	HT1080NT lethal	HT1080 IDH1KD tx	KB-3-1 cytotox	MCF10A rereplic	SW480 rerep
[14] Cc1cc(C)nc(NS(=O)(=O)c2ccc(NC(=S)NC(=O)C(C)C)cc2)n1
    14%	-9	-8	14%	9%	2%	20%	?	2%[9.22 µM]
[15] O=CN1CC(=O)N(c2ccccc2)c2c([nH]c3ccccc23)C1
    -5%	27	4	-25%	0%	-2%	-9%	-2%	-3%
[16] COc1cccc(N=CC2=C(O)CCCC2=O)c1
    11%	-16	1	6%	-17%	?	-12%	1%	-2%
[17] COc1ccccc1NS(=O)(=O)c1ccc(C(=O)N2CC(C)OC(C)C2)cc1 (stereo not given)
    0%	15	6	2%	5%	4%	22%	1%	-6%
[18] COC(=O)[C@]12CCCCC=C1N(Cc1ccccc1)C(=O)[C@H](CC(=O)NCc1ccccc1)C2
    7%	-26	-1	?	-4%	?	-12%	.	.
[19] Cc1cc(=O)[nH]c(SCc2cc(Cl)ccc2OC(F)F)n1
    -1%	40	13	0%	-2%	-10%	-3%	13%	-7%
[20] CCC1CCC(N2CCN(c3ccc(F)cc3)CC2)CC1 (stereo not given)
    0%	0	-22	19%	0%	2%	-3%	?	-1%
[21] COc1cc(S(=O)(=O)N2CCN(C)CC2)c(OC)cc1Br
    -2%	13	2	-17%	8%	8%	24%	-9%	1%
[22] CCCCn1nnnc1-c1nc2ccccc2[nH]c1=O
    165%[activator]	-20	-10	-13%	?	-7%	12%	.	.
[23] FC(F)(F)c1cccc(N2CCN(Cc3cccnc3)CC2)c1
    -13%	12	-9	1%	14%	8%	0%	11%	-1%
[24] CCCCOCCCNC(=O)/C=C/c1ccccc1Cl
    1%	-4	1	8%	10%	12%	11%	-6%	-2%[9.22 µM]
[25] CCN1CCN(C(=O)CCN2C(=O)c3ccccc3C2=O)CC1
    18%	16	-1	5%	?	13%	-6%	0%	-9%
[26] COC(=O)c1ccc(N2C(c3cc(OC)cc(OC)c3)=Cc3ccc(-c4ccc(C(N)=O)cc4)cc3C2CC(=O)C2CC2)cc1 (stereo not given)
    .	6	4	-21%	-15%	-25%	?	.	.
[27] COC(=O)c1nc2cc(C)ccn2c1F
    1%	39	1	-17%	10%	3%	18%	3%	-5%
[28] COc1ccccc1NC(=S)NC1CCCC1
    -6%	7	0	0%	-19%	-3%	-1%	3%	3%
[29] O=C(NCCS(=O)(=O)N1CCN(c2ccccc2F)CC1)c1cccc(Br)c1
    -11%	9	5	9%	-1%	-5%	2%	3%	4%
[30] CC(C)c1ccc(NC(=O)CCS(=O)(=O)c2ccc3c(c2)CC(=O)N3C)cc1
    1%	.	-16	-6%	.	.	3%	.	.
[31] CCOC(=O)c1nonc1NC(C)=O
    1%	23	-1	10%	17%	15%	8%	-1%	3%
[32] COc1ccccc1O
    -9%	5	-11&5&-13	-2%	-1%	0%	0%	-1%&-1%	-13%&-4%
[33] C=COCCNC(=O)C(=O)NC(C)C
    -8%	10	4	16%	-3%	5%	18%	0%	2%
[34] Cc1ccc(CNc2ncnc3c2c(-c2ccccc2)cn3-c2ccccc2)cc1
    2%	.	-19	0%	.	.	-14%	.	.
[35] CCOC(=O)N1CCN(C(=O)c2cnc(Nc3ccccc3OC)c3ccccc23)CC1
    7%	?	1	?	-1%	-3%	13%	2%	2%
[36] O=C(Nc1ccc(Br)cc1Br)Nc1cccc2[nH]c([C@@H]3O[C@H](CO)[C@@H](O)[C@H](O)[C@H]3O)nc12
    -2%	-5	4	1%	2%	1%	10%	.	.
[37] CCN(c1ccc(OC)cc1)S(=O)(=O)N1CCCC(C(=O)NCc2cccc(C)c2)C1 (stereo not given)
    -2%	0	3	-19%	-3%	-7%	-7%	9%	-1%
[38] CNC(=O)c1[nH]nc2c1CCc1ccccc1-2
    -1%	-17	-6	-21%	12%	6%	2%	-23%	0%
[39] CCc1ccc(NC(=O)C(=O)NCCc2csc(-c3cccc(F)c3)n2)cc1
    3%	.	-5	0%	.	.	-2%	.	.
[40] Cc1cc(C)n(C(C[N+](=O)[O-])c2ccc(Cl)cc2)n1 (stereo not given)
    -10%	?	4	?	-3%	2%	?	15µM*	?
[41] COc1ccc(CC(=O)N2CCc3cc(OC)c(OC)cc3C2COc2ccc3c(C)cc(=O)oc3c2)cc1OC (stereo not given)
    1%	.	3	1%	.	.	5%	.	.
[42] C=CC(=O)NCCCc1cc(C(C)(C)C)c(O)c(C(C)(C)C)c1
    3%	0	4	?	-21%	0%	-20%	4%	-1%
[43] Cc1ccccc1-n1c(C)nnc1SCC(=O)N(C)C1CCS(=O)(=O)C1 (stereo not given)
    -24%	20	18	-5%	1%	4%	-11%	?	-4%
[44] COc1ccccc1C(=O)O/N=C(\N)c1ccccn1
    -7%	-3	-1	2%	?	?	-7%	-2%	-7%
[45] Cc1sc2ncnc(N3CCN(C(=O)c4ccco4)CC3)c2c1C
    -4%	-23	4	18µM*	-26%	-27%	?	?	-1%
[46] O=C(Cn1nnc(-c2ccccc2F)n1)NCc1ccco1
    6%	11	-1	0%	-11%	8%	14%	0%	-2%
[47] CCOc1ccc(N2CC(C(=O)N3CCCC3)CC2=O)cc1 (stereo not given)
    -4%	-4	-3	72%	16%	5%	20%	2%	-8%
[48] CC(C)(C)N1C(=O)[C@H]2[C@@H](c3ccc(Br)cc3)N3C(=O)N(c4ccccc4)C(=O)[C@@]3(C)[C@H]2C1=O
    20%	-4	-14	?	10%	7%	1%	27%	7%
[49] O=C(/C=C/c1ccccc1)Oc1cccc2cccnc12
    ?	-2	-9	6%	11%	3%	-2%	?	?
[50] O=C(CCN=C1NS(=O)(=O)c2ccccc21)OCc1c(F)c(F)c(F)c(F)c1F
    3%	6	3	17%	8%	7%	-1%	2%	11%
[51] CC(=O)N1CCC(C(=O)N2c3ccccc3N=C(c3ccc(C(F)(F)F)cc3)C2C(=O)NC2CCCC2)CC1 (stereo not given)
    16%	-10	0	-15%	-23%	-3%	-10%	.	.
[52] CC12CC(O)C3C(CCC4=CC(=O)CCC43C)C1CCC2=CCO (stereo not given)
    8%	6	6	18µM*	-3%	0%	?	14%	-3%
[53] O=C(O)c1ccc(CNC(=O)c2ccc(S(=O)(=O)N3CCCC3)cc2)cc1
    0%	-11	2	1%	1%	14%	25%	.	.
[54] O=C(Nn1cnc2ccccc2c1=O)c1cccc(Cl)c1
    -1%[7.66 µM]	2	-4	35%	6%	10%	24%	13%	1%
[55] Cc1noc(C)c1C(=O)Nc1nnc(-c2ccccc2)s1
    -6%	-2	-6	-5%	16%	10%	-2%	13%	-3%[9.22 µM]
[56] Cc1ccc(C(=O)Nc2cc3ccccc3oc2=O)cc1
    -20%	37	12	4.1µM*	-27%	-16%	3.3µM*	18µM*	2.9µM*
[57] CN(C)c1ccc(/C=N/N(CCO)C2=NS(=O)(=O)c3ccccc32)cc1
    57%[activator]	-18	-5	-5%	3%	-2%	0%	0%	-1%

Screening results from PubChem.
